GLP1R cytotox: qHTS of GLP-1 Receptor Inverse Agonists: Cytotox Screen; 410,000 compounds, 0.13% hits; HEK293 cAMP-luciferase reporter cells, luminescence, 24 h; AID 624418, 2012; Potency, µM (top dose mostly 38.3 µM), for inactives: at the highest dose activity change, negative = inhibition, usual class: inhibitors;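 further: loss of luciferase light is scored as toxicity; potency means the concentration at half of the fitted maximal effect; on the % scale 0 is the no-effect control and ±100 the full control effect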
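1536-well qHTS counterscreen of the MLSMR; 200 cells/uL, 12 h pre-incubation, 23 nL cpd, 24 h at 37 deg C 5% CO2, luciferase detection reagent, 12 min RT, luminescence. Inhibition = undesired.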
KB-V1 cytotox: qHTS assay for MDR1-selective chemotherapeutics: Primary screen using the drug-selected MDR subline cells KB-V1; KB-V1 MDR cells viability, CellTiter-Glo, 72 h; Potency, µM (doses to about 46.1 µM), for the others: top-dose activity change, negative = cytotoxicity, actives largely listed as cytotoxic; 400,000 compounds, 3.4% hits; AID 1347076, 2019; further: potency means the concentration at half of the fitted maximal effect; on the % scale 0 is the no-effect control and ±100 the full control effect; nearly all actives have a fitted effect of over 60% in size
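Cytotoxicity via CellTiter-Glo luminescence after 72 h compound exposure at 37 degrees C. Cells: drug-selected KB-V1 line, DMEM phenol-red free plus 10% FBS. Compounds tested at multiple concentrations; normalized data fitted to concentration-effect curves.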
MCF10A rerep: A quantitative high throughput screen for small molecules that induce DNA re-replication in MCF 10a normal breast cells. MCF 10A DNA re-replication, Hoechst nuclear intensity, 48 h. Potency, µM (titrated, usually from 46.1 µM), for the others: at the highest dose activity, positive = re-replication, actives largely listed as activators. 350,000 compounds, 2.9% hits. AID 624296, 2012; further: potency means the concentration at half of the fitted maximal effect; % of control where 0% means no effect; nearly all actives have a fitted effect of over 50% in size
KB-3-1 cytotox: qHTS assay for MDR1-selective chemotherapeutics: Primary screen using the parental adenocarcinoma cell KB-3-1. KB-3-1 viability, CellTiter-Glo ATP luminescence, 72 h. Potency, µM (highest dose often 46.1 µM), for inactives: at the top dose activity change, negative = cytotoxic, usual class: cytotoxic. 400,000 compounds, 1.4% hits. AID 1347075, 2019; further: potency means the concentration at half of the fitted maximal effect; on the % scale 0 is the no-effect control and ±100 the full control effect; nearly all actives have a fitted effect of over 60% in size
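KB-3-1 parental drug-naive adenocarcinoma cells in DMEM/10% FBS, incubated 72 h at 37 C with pin-transferred compounds across a concentration series. Viability by CellTiter-Glo luminescence; concentration-response curves fitted after normalization.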
SW480 rerep: A quantitative high throughput screen for small molecules that induce DNA re-replication in SW480 colon adenocarcinoma cells; SW480 DNA re-replication, Hoechst DNA content imaging, 48 h; Potency, µM (doses to about 46.1 µM), for inactives: top-dose re-replication activation, usual class: activators; 340,000 compounds, 1.8% hits; AID 624297, 2012; further: potency means the concentration at half of the fitted maximal effect; % of control where 0% means no effect; nearly all actives have a fitted effect of over 55% in size
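SW480 cells exposed to compounds for 48 hr at 37 C, 5% CO2, then Hoechst-stained 40 min. Nuclear DNA content imaged by fluorescence scanning (405 nm excitation, 500-530 nm emission); re-replication scored as increased high-intensity nuclei.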
HT1080NT lethal: qHTS for induction of synthetic lethality in tumor cells producing 2HG: qHTS for the HT-1080-NT fibrosarcoma cell line. Potency, µM (top dose mostly 46.1 µM), for inactives: at the highest dose activity, negative = less viability, most hits filed as cytotoxic. HT-1080-NT fibrosarcoma viability, CellTiter-Glo ATP luminescence, 48 h. 360,000 compounds, 1.6% hits. AID 686970, 2013;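 further: NT is the 2HG producing partner of a matched IDH1 knockdown line; potency means the concentration at half of the fitted maximal effect; 0% = DMSO-treated cells and -100% = media-only wells without cells; nearly all actives have a fitted effect of over 55% in size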
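Fibrosarcoma NT cells, 750 per well in 5% FBS RPMI, were exposed to compound for 48 hours. Viability: CellTiter-Glo luminescence.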
IL-1B inflam inh: qHTS for Inhibitors of Inflammasome Signaling: IL-1-beta AlphaLISA Primary Screen; activity change, % at 57.5 µM; THP-1 LPS/ATP IL-1B secretion, AlphaLISA, 16 h; hits give low values; AID 743279, 2014; 360,000 compounds, 4.7% hits; in the data active means activity change below about -50%; inconclusive means mostly about -30% to -49%; further: on the % scale 0 is the no-effect control and ±100 the full control effect
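THP-1 cells pretreated 1 hr with compounds (up to 57.5 uM final), then stimulated with LPS (250 ng/mL final) plus ATP (1.25 mM final); secreted IL-1B measured by AlphaLISA after 16 hr, decreased signal indicating inhibition.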
D3 ag: qHTS of D3 Dopamine Receptor Agonist: qHTS; 410,000 compounds, 0.58% hits; AID 652048, 2013; max activation, %; D3R DiscoveRx beta-arrestin cells, luminescence, 90 min; D(3) dopamine receptor (Homo sapiens), P35462; in the data active means max activation above about 30%; further: 0% is about no effect; mostly tested at two doses, the higher about 12 µM
Target sequence (P35462 whole entry, looked up): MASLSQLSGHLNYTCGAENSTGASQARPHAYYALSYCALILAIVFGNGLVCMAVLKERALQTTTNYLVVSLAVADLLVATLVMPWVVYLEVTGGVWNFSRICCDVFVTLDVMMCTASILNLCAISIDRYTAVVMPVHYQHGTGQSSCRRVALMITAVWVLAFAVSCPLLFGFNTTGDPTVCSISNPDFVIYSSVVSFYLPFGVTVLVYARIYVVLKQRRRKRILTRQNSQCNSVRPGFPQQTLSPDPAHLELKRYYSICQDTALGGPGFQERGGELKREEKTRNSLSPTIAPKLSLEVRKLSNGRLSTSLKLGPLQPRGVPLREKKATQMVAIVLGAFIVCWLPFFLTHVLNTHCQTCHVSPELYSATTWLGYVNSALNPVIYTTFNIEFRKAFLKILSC
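Cells at 1500/well, incubated overnight, then treated with pinned compounds (dopamine as control) for 90 min at 37 degrees C. DiscoveRx reagent added for 30 - 60 minutes at room temperature; luminescence read.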
HT1080 IDH1KD tx: qHTS for induction of synthetic lethality in tumor cells producing 2HG: qHTS for the HT-1080-IDH1KD cell line; HT-1080 IDH1 knockdown viability, ATP luminescence, 48 h; Potency, µM (titrated, usually from 46.1 µM), without a hit: at the highest dose activity, negative = toxicity, actives largely listed as cytotoxic; 360,000 compounds, 2% hits;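 further: potency means the concentration at half of the fitted maximal effect; 0% = DMSO wells and -100% = cell-free medium wells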
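Assay cells: HT-1080 with IDH1 knockdown, 750 per well, RPMI/5% FBS. Exposure: 48 h at 37 °C following 2 h pre-incubation. Read: CellTiter-Glo luminescence; fitted concentration-response, curve class assigned.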
* marks the source's active call; other numbers are inactive results; ? = inconclusive; . = not tested or not shown; [ ] = dose if it differs, or a comment. Unless noted, the call rests on the fitted dose curve; in most records, active means well fitted curve in the direction sought with a large enough effect; inconclusive means small, poorly fitted or top-dose-only effect, or another doubt; inactive means no such curve, though single readings can be large; an effect the other way counts as inactive or inconclusive.

The line under a structure holds: IL-1B inflam inh	HT1080NT lethal	SW480 rerep	KB-V1 cytotox	KB-3-1 cytotox	GLP1R cytotox	D3 ag	HT1080 IDH1KD tx	MCF10A rerep
> COc1cccc(C(C(=O)NCc2ccccc2)N(C(=O)c2csnn2)C2CC2)c1 (stereo not drawn)
→ 4.1	12.5%	-2.9%	-21.2%	5.2%	-3.4%	-4.6	19.0%	-8.4%
> CCOc1ccccc1N(C)C(=O)c1cn(CC)c(=O)c2cc(OC)c(OC)cc12
→ -2.2	10.7%	-5.0%	-0.4%	14.6%	-2.2%	-11.1	19.4%	-0.5%
> CCc1ccc(C2c3c(-c4ccccc4O)n[nH]c3C(=O)N2Cc2ccncc2)cc1 (stereo not drawn)
→ .	.	.	0.0%	?	-32.4%	-13.4	.	.
> CCCC(=O)N1CCC1(C)C(=O)Nc1ccc(C)c(C)c1 (stereo not drawn)
→ 9.3	19.2%	.	1.6%	0.0%	2.1%	-12.3	16.9%	.
> Cn1c(=O)c2c(n3c4ccccc4nc13)NC(=O)CC2c1ccccc1F (stereo not drawn)
→ .	.	.	-3.5%	-1.0%	-0.6%	-3.3	.	.
> COc1cc(/C=N/Nc2ccc(C(F)(F)F)cn2)cc(OC)c1O
→ -13.0	?	11.6µM*	-27.7%	?	-25.7%	20.2	?	23.0%
> Cc1ccc(OCC(=O)NNC(=O)CSC(=S)N2CCCC2)cc1
→ -3.8	3.0%	-8.8%	9.5%	3.4%	5.0%	1.9	9.5%	-3.1%
> CCOC(=O)CSc1nc2ccc(NC(=O)CSc3nnnn3Cc3ccccc3)cc2s1
→ 23.9	-6.1%	2.9%	5.1%	?	-15.9%	-1.6	-8.2%	-1.0%
> O=C(CCCN1C(=O)c2cccc3cccc(c23)C1=O)N1CCN(c2ccccc2)CC1
→ -10.8	0.6%	-0.6%	-12.3%	-6.0%	6.6%	-24.8	-4.5%	20.0%
> Cc1ccc(/C=C/C(=O)NC(=S)N2CCN(C)CC2)cc1
→ 16.5	8.4%	-43.1%[inhibitor]	-20.3%	-1.2%	-15.7%	-1.9	15.7%	13.7%
> CCc1ccc2oc(C(=O)NCCc3ccc(OC)c(OC)c3)cc(=O)c2c1
→ .	.	.	5.17µM*	16.4µM*	-1.5%	26.2	.	.
> Cc1ccccc1NC(=O)C1Cc2ccccc2CN1C(=O)c1ccco1 (stereo not drawn)
→ ?	19.8%	1.2%	6.1%	-2.4%	-8.0%	-0.9	5.0%	2.5%
> Cc1cc(NC(=O)CN2C(=O)NC(CC(C)C)C2=O)ccc1Br (stereo not drawn)
→ -5.1	-7.9%	-4.1%	4.6%	-0.2%	?	-0.2	-25.1%	7.8%
> CNC(=O)COc1ccc(NC(=O)CCn2nc(-c3ccc(C)cc3)c3ccccc3c2=O)cc1
→ .	.	.	?	2.5%	-3.5%	6.0	.	.
> Cc1c(Cl)cccc1NC(=O)Cn1c(CCC(=O)O)ccc1-c1ccc(Cl)cc1
→ -4.1	-0.3%	-3.7%	-17.7%	-2.5%	-1.9%	-9.6	1.6%	-10.0%
> CC(=O)NS(=O)(=O)c1ccc(NS(=O)(=O)c2ccc(F)cc2)cc1
→ 23.7	10.0%	0.5%	13.7%	5.5%	9.7%	-0.2	9.9%	-3.1%
> CCOc1ccccc1-n1c(SCC(=O)N2CCCc3ccccc32)nnc1-c1cccnc1
→ -12.0	4.6%	-72.8%[inhibitor]	7.31µM*	-1.8%	-12.3%	1.8	0.9%	?
> CCOc1ccccc1NC(=O)C1=C(C)Nc2ncnn2C1c1cccs1 (stereo not drawn)
→ .	.	.	0.0%	4.3%	-0.5%	4.0	.	.
> Cc1cccc(NC(=S)NNC(=O)CCn2nc(C)c([N+](=O)[O-])c2C)c1
→ -11.6	2.6%	?	-35.6%	6.1%	-1.1%	-1.6	-4.7%	-2.6%
> CCOC(=O)c1cccc(Nc2ncnc3ccccc23)c1
→ -9.5	-11.9%	-2.9%	11.6µM*	0.0%	-12.6%	0.2	1.9%[9.24 µM]	-1.0%
> Cc1noc(NS(=O)(=O)c2ccc(N/C=C\C(=O)c3cccc4ccccc34)cc2)c1C
→ ?	0.8%	-1.1%	10.3%	-1.5%	-4.9%	10.3	?	?
> NC(=S)N/N=C/c1ncc(C(F)(F)F)cc1Cl
→ -103.1*	10.3µM*	?	-27.2%	-12.7%	?	-6.1	5.17µM*	?
> Cc1ccc(S(=O)(=O)NCCC(=O)Nc2nccs2)cc1
→ -64.3*	-5.2%	-1.5%	-18.4%	-2.0%	-5.1%	6.5	-27.3%	-2.0%
> CC1(C)Cc2c(sc3c2C(=O)N(c2ccccc2)C2=NCCN23)CS1
→ -18.9	-1.7%	-6.6%	-7.8%	-2.6%	1.2%	-14.8	-0.6%	6.6%
> O=c1[nH]c(-c2ccccn2)cc2ccccc12
→ -55.6*	-10.0%	?	?	-5.4%	?	-4.5	-26.5%	104.0%
> Cc1ccc(NC(=S)NC(=O)C2CCCC2)cc1C
→ 5.7	3.6%	-0.3%	-10.1%	6.7%	?	0.5	-0.6%	13.7%
> COC(=O)c1c(NC(=O)CN2CCN(c3ccccc3OC)CC2)c2cc(C)ccc2n1C
→ 45.8	-3.7%	-2.0%	-17.0%	13.1%	-13.5%	-1.8	-1.8%	0.7%
> COc1ccccc1Oc1ccc(NC(=O)Cc2ccccc2)cc1
→ -21.7	-4.1%	-12.1%	-16.7%	-5.0%	2.2%	-0.8	-10.4%	4.9%
> Cc1ccc(CN2CCN(Cc3c(C)nn(-c4ccc(F)cc4)c3C)CC2CCO)o1 (stereo not drawn)
→ 17.5	1.0%	-1.2%	-8.4%	-12.0%	-5.0%	-14.2	0.4%	1.4%
> COc1ccc(NC(=O)CSc2nc(-c3cccc(C)c3)[nH]c2-c2ccccc2)cc1OC
→ .	.	.	?	?	?	-4.3	.	.
> CN(C(=O)Cn1cc(S(=O)(=O)N2CCN(c3ccccc3F)CC2)c2ccccc2c1=O)c1ccc(Cl)cc1
→ .	.	.	14.3%	0.1%	-9.5%	3.3	.	.
> CC(=O)N1CCc2cc(S(=O)(=O)Nc3cccc(C(F)(F)F)c3)ccc21
→ -4.0	-6.4%	6.0%	0.0%	-23.2%	-14.6%	1.2	?	?
> Cc1cc(S(=O)(=O)NC2CC(C)(C)NC(C)(C)C2)c(Cl)cc1Cl
→ -14.1	-27.4%	17.3%	?	-4.9%	?	3.2	-5.9%	6.5%
> COc1ccc(S(=O)(=O)N2CCOCC2)cc1C(=O)N1CCCCC1
→ 9.3	18.7%	-14.3%	.	.	4.6%	4.2	-0.5%	-3.3%
> CN(C)c1cccc(C(=O)OC(C(=O)Nc2ccc(Cl)cc2C(F)(F)F)c2ccccc2)c1 (stereo not drawn)
→ 3.7	-9.5%	4.7%	-10.1%	-13.2%	-16.2%	0.8	-12.8%	?
> Cc1ccc(/C(O)=C2\C(=O)C(=O)N(Cc3cccnc3)C2c2ccccc2[N+](=O)[O-])cc1 (stereo not drawn)
→ 2.9	5.2%	0.5%	?	7.5%	?	-11.4	7.7%	6.1%
> CC(Oc1ccc2c3c(c(=O)oc2c1)CCC3)C(=O)NCC1CCC(C(=O)O)CC1 (stereo not drawn)
→ 11.7	10.0%	-58.5%[inhibitor]	0.0%	0.0%	-16.4%	43.1*	4.4%	-3.3%
> COc1ccccc1CNc1ccc(-c2nc(-c3ccccn3)no2)cc1[N+](=O)[O-]
→ .	.	.	3.2%	-0.5%	3.0%	-8.0	.	.
> CC(=O)c1ccc(S(=O)(=O)N2CCN(c3nc(-c4cccnc4)nc4ccccc34)CC2)cc1
→ -13.2	3.8%	-6.2%	5.8%	3.4%	-21.4%	6.6	-4.3%	3.2%
> O=C(CSc1nnc(N2CCCC2)n1-c1cccc(Cl)c1)N1CCN(c2ccccn2)CC1
→ -23.7	10.6%	.	?	0.0%	-0.8%	-5.2	4.8%	.
> O=C1C(Cc2ccccc2)SC(=Nc2ccccc2)N1c1ccccc1 (stereo not drawn)
→ 7.2	-3.4%	1.7%	10.5%	-6.1%	5.7%	-7.0	-0.4%	21.3%
> CCOc1ccc(NS(=O)(=O)c2cc(NC(=O)C3CC3)ccc2C)cc1Br
→ -71.0*	-2.9%	-6.1%	-29.2%	-11.1%	-14.0%	7.8	-16.0%	?
> O=C(CN(CC1CCCO1)C(=O)CNS(=O)(=O)c1ccc(Cl)cc1)NC1CCCC1 (stereo not drawn)
→ -0.8	1.1%	-4.4%	?	13.8%	-3.6%	0.5	3.2%	-23.1%
> COc1cc(C)c(Cl)cc1S(=O)(=O)NCCN1CCOCC1
→ 0.0	3.6%	-8.9%	-30.4%	2.3%	6.9%	2.9	-11.3%	-1.9%
> COc1ccc(CN2CCNC(=O)C2CC(=O)N(C)Cc2ccccn2)cc1OC (stereo not drawn)
→ -28.0	1.9%	-4.0%	2.0%	14.1%	1.2%	8.5	11.2%	-4.1%
> COc1cc2c(cc1OC)CN(C(=O)CN1C(=O)NC3(CCCCC3C)C1=O)CC2 (stereo not drawn)
→ 11.1	-3.1%	-5.3%	-9.8%	-13.7%	-0.5%	-5.0	-0.1%	6.7%

Source: PubChem
